Screens deposited in PubChem BioAssay by Sanford-Burnham Center for Chemical Genomics.
APJ antagonist = APJ receptor antagonism; P35414; CHO-K1 APJ beta-arrestin complementation, luminescence; inhibition, % at 20 µM; hit rate 0.32% among 330,000;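 active means inhibition above about 40% at 20 µM, limit read from the data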;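 further: cells challenged with 10 nM apelin-13 agonist together with compound; plate controls were apelin-13 plus DMSO wells for no effect and DMSO wells lacking apelin-13 for full effect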
EBI2 antag = antagonists of human EBI2 receptor; EBI2 beta-arrestin recruitment, luminescence, 7a,25-OHC stimulated; inhibition, % at 5 µM; hit rate 0.81% among 360,000; AID 651636; in the data active means inhibition above about 38%;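 further: enzyme fragment complementation signal reports receptor beta-arrestin coupling in cells; 0% = agonist plus DMSO wells and 100% = wells without agonist; some results beyond the cut were filed as inactive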
Target sequence (P32249 whole entry, looked up, the tested form may be a part): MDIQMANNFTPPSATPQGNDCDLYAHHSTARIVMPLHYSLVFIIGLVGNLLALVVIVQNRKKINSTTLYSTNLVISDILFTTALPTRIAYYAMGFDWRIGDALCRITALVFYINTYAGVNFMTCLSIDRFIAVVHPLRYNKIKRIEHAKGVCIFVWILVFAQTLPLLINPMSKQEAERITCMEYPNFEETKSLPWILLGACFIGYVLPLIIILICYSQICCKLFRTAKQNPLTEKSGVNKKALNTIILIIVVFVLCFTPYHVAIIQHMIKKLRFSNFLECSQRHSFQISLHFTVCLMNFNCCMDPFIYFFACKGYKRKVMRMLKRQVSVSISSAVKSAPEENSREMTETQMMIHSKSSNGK
APJ agonist = agonists of human APJ apelin receptor. P35414. AID 2520. CHO-K1 APJ PathHunter beta-arrestin, luminescence; 0% DMSO wells, 100% apelin. hit rate 0.11% among 330,000. activation, % at 20 µM;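 active means activation more than six SD over the plate average, tested at 20 µM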;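 further: 0% = DMSO alone and 100% = apelin-13 at 10 nM; some results filed as inactive read as strong as hits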
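Assay system: CHO-K1 cells stably expressing ProLink-tagged human APJ and arrestin–beta-gal acceptor. Compound dosing: 20 µM single point, 1% DMSO. Times: 16-18 h seeding, 90 min dark compound exposure, 60 min detection. Detection: beta-gal luminescence. Evaluation: APJ–arrestin association signal. Controls: negative DMSO alone, positive Apelin-13 at 10 nM.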
Mdm2-MdmX inh = inhibitors of human Mdm2/MdmX interaction; hit rate 3% among 330,000; SaOS-2 split-luciferase Mdm2/MdmX complementation, luminescence; O15151+Q00987; inhibition, % at 8 µM; AID 485346;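 active means inhibition of at least 50% at 8 µM in the primary screen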
CCR6 antag = blocks CCL20-driven beta-arrestin recruitment at human CCR6. CHO-K1 CCR6 PathHunter beta-arrestin, luminescence, CCL20-stimulated. inhibition, % at 20 µM. hit rate 0.49% among 340,000. AID 493098;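 active means compounds whose inhibition of the agonist-driven luminescence signal at 20 µM reaches about 50%, limit read from the data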;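 further: cells stimulated with CCL20 at 14 nM final; plate controls were DMSO with CCL20 for no effect and DMSO without agonist for full effect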
CXCR6 inh = inhibitors of human CXCR6 receptor; hit rate 0.36% among 360,000; O00574; CHO-K1 PathHunter CXCR6 beta-arrestin, luminescence; inhibition, % at 20 µM; in the data active means inhibition above about 34%, passing the limit was not always enough;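 further: antagonist mode with CXCL16 agonist at 10 nM final; 0% = 10 nM CXCL16 with DMSO and 100% = unstimulated wells without agonist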
Target sequence (O00574 whole entry, looked up): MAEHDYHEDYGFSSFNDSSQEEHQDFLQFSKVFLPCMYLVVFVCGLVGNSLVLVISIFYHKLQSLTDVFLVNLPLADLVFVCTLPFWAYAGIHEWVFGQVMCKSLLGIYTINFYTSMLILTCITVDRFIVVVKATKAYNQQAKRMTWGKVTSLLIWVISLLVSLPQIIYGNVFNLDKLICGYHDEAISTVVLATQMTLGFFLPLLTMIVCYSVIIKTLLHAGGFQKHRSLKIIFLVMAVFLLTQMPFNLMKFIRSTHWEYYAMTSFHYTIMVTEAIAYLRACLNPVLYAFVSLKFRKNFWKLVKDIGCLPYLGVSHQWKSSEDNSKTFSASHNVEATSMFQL
UPR CHOP act = apoptotic UPR (CHOP) activation; CHO-CHOP luciferase reporter, luminescence; percent of tunicamycin response over DMSO baseline; activation, % at 10 µM; hit rate 0.34% among 330,000;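 active means at 10 µM dose, activation of 40% or more, normalized to positive control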;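 further: 100% = tunicamycin at 10 µg/mL and 0% = DMSO alone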
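System: CHO-CHOP luciferase reporter cell line | Buffer or medium: F12 medium containing 10% fetal bovine serum | Doses: One dose, 10 µM in 0.5% DMSO | Times: 6 h compound exposure at 37 °C after overnight seeding | Signal: Luciferase luminescence | Read-out: % activation vs tunicamycin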
tim23-1 inh = inhibits growth of tim23-1 mutant yeast; S. cerevisiae tim23-1 growth, BacTiter-Glo luminescence, 24 h; inhibition, % at 20 µM; hit rate 1.3% among 330,000; AID 463212;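 active means growth inhibition of the mutant yeast at or above 50%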;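 further: temperature-sensitive mutant grown at 25 °C; plate controls were DMSO-treated mutant yeast for no effect and medium wells lacking yeast for full effect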
UPR XBP1 act = activators of adaptive arm of unfolded protein response (XBP1); hit rate 0.33% among 330,000; CHO-XBP1 luciferase reporter, IRE1-XBP1 UPR activation, luminescence; percent of tunicamycin response, DMSO as zero; activation, % at 20 µM;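 active means versus positive control, 20 µM dose yields 30% or more activation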;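 further: 100% = tunicamycin at 10 µg/mL and 0% = DMSO only wells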
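Test system: CHO-XBP1 luciferase reporter cells | Buffer or medium: Serum-containing F12 medium, 10% FBS | Schedule: 6 h compound exposure at 37 °C, 5% CO2 | Detection: Steady-Glo luciferase glow luminescence, 10 min after reagent addition | Read-out basis: Activation, % of tunicamycin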
The depositor's hits bear a star; · = not tested or not shown. Not all compounds are listed; count on the stated rates, not on these rows.

canonical_smiles	APJ antagonist	EBI2 antag	APJ agonist	Mdm2-MdmX inh	CCR6 antag	CXCR6 inh	UPR CHOP act	tim23-1 inh	UPR XBP1 act
CC1CC(C)CN(CC(O)COc2ccc3c(c2)CCC3)C1 (configuration not stated)	-2	-5	-2	-30	2	2	-0.5	-9	2
Cc1cccc(-c2ccc(NC(=O)C3CCN(CC4CC4)CC3)cc2)c1	0	-21	2	20	22	7	0.1	11	-1
CCOC(=O)CNC(=S)n1cnc(N)n1	-33	2	0	18	8	1	-0.2	5	-2
CC(=O)C1C(c2ccc3ncccc3c2)NC(=O)NC1(O)C(F)(F)F (configuration not stated)	25	-12	-2	18	-8	-4	1.1	13	-2
COC1=CC(=O)OC12CCCCC2	9	-16	-2	-10	-9	-1	-0.7	10	1
CC(C)CN1CCC(=O)N(CCOc2ccccc2)CC1	1	18	6	-2	6	6	4.3	-1	5
CN(C(=O)COC(=O)CNC(=O)C12CC3CC(CC(C3)C1)C2)c1ccccc1	7	-2	-6	16	16	9	2.2	4	1
CCn1c(C)nc2cc(C(=O)N=Nc3c(O)[nH]c4ccccc34)ccc21	4	·	-2	-84	·	·	4.1	-7	0
CCCCCN(C(=O)CCC(=O)OCc1cccc(C(F)(F)F)c1)c1c(N)n(CCCC)c(=O)[nH]c1=O	-9	-7	5	6	10	10	1.7	16	-3
CC(=O)NC(Cc1cccc(C)c1)C(=O)NC1CCN(S(=O)(=O)c2ccccc2)CC1 (configuration not stated)	3	-9	1	-4	-1	0	-0.1	4	-2
CN1CCN(NC(=O)CC(C)(C)C)CC1	4	-1	-3	7	-3	-4	-0.7	9	-1
CCC(=O)Oc1ccc(C(=O)Nc2ccc3c(c2)OCO3)cc1	6	5	-1	-43	-14	-8	3.2	7	-2
O=C(CN1CCN(Cc2ccccc2)C1=O)NCc1cccs1	-62	-8	-2	-20	2	4	-2.2	-2	1
C=CCn1c(N)cc(=O)nc1SCC(=O)N1CCN(c2ccc(F)cc2)CC1	1	-5	-4	-10	-14	1	-2.0	15	3
COc1cccc(NC(=O)N2CCCC2C(=O)NCC(C)C)c1 (configuration not stated)	-8	-3	1	-4	1	-1	-0.5	5	-1
O=C(CSc1nnc(C2CC2)n1Cc1ccccc1)N1CCN(S(=O)(=O)c2ccccc2)CC1	-3	8	-5	25	12	8	-0.1	-7	-3
COc1ccc(O)c(C(=O)c2cnn(C(=O)c3cc(C)oc3C)c2)c1	15	5	0	22	11	2	0.0	58*	-5
CC(Oc1ccc(Cl)cc1Cl)C(=O)/C=C/N(C)C (configuration not stated)	-2	5	0	-7	-2	3	-2.0	11	-3
CCc1nc2ccc(C(=O)N(C)CC(=O)Nc3cccc(F)c3)cc2nc1CC	-1	-2	2	9	-2	-3	-0.1	9	-4
O=C(O)c1ccc(CN(c2ccccc2)S(=O)(=O)c2ccccc2)cc1	6	-16	-4	2	-2	-1	-0.6	0	-4
CC(=O)NCc1ccc(C(=O)CSc2nnc(C3CC3)n2C2CC2)cc1	-6	-15	-1	-1	-1	1	0.6	12	-2
COc1cc(C(=O)NCc2ccncc2)cc(OC)c1OC	17	1	-3	16	6	-6	-0.3	9	-2
CNC(=O)NCCN1CCCC1=O	-13	-8	-1	-3	-11	-14	-0.3	5	-5
O=C1C(c2ccncc2)N(CCC2=CCCCC2)C(=O)CN1C1CCCCC1 (configuration not stated)	11	-3	-5	-2	-2	8	-0.7	3	-1
O=C(NCCC1=CCCCC1)c1ccc(Cl)c(S(=O)(=O)Nc2ccccc2)c1	-1	9	7	0	19	5	1.4	39	-3
O=c1c2ccccc2cnn1Cc1n[nH]c(=S)n1-c1ccccc1F	-3	4	4	26	-14	-7	0.5	-7	-4
CC(C)c1ccc(-n2cccc2/C=C2/C(=N)N3C=CSC3=NC2=O)cc1	13	-20	-2	16	31	6	7.1	-7	6
COc1ccc(-c2nc(C#N)c(N3CCCCC3)o2)cc1	-18	8	-3	-4	-2	-2	1.4	29	5
O=C(Cc1cccs1)Nc1ccc(F)cc1F	16	-15	-1	-11	10	1	-0.9	-20	-4
O=C(COc1ccccc1Br)NCc1ccccn1	9	-4	-3	-9	-1	-4	0.1	13	3
COc1ccccc1N(Cc1cc(=O)[nH]c2ccccc12)C(=O)c1cccc([N+](=O)[O-])c1	21	1	-4	-9	24	15	0.0	18	-1
O=[N+]([O-])c1ccc(S(=O)(=O)NCC2CC3CCC2C3)cc1 (configuration not stated)	-50	-2	7	0	-1	-17	0.9	38	2
Cc1nn2c3c(cnc2c1-c1ccccc1)C(=O)CC(c1ccco1)C3 (configuration not stated)	4	29	-3	5	17	10	0.9	-15	8
COc1ccc(S(=O)(=O)CCC(=O)Nc2cccc(OC)c2)cc1	11	·	-3	-17	·	·	-1.6	10	-1
CCn1nc(C(=O)OCC(=O)c2cc(C)n(Cc3cccs3)c2C)c2ccccc2c1=O	8	-7	-5	21	21	9	4.0	14	3
Cc1ccc(-c2noc(CCC(=O)NCCN3CCOCC3)n2)cc1	16	2	0	14	-8	8	-1.9	0	-1
COc1ccc(C(CC(=O)O)N2C(=O)CCC2=O)cc1 (configuration not stated)	3	-4	-6	20	-6	-5	0.2	2	0
Cc1ccc(CNc2nc(N)c([N+](=O)[O-])c(Nc3ccc(F)cc3)n2)cc1	-29	-1	-3	-11	13	0	-2.7	13	2
CC1CCCCC1NC(=O)C1CCN(C(=O)c2sccc2-n2cccc2)CC1 (configuration not stated)	-1	-3	1	-19	9	-2	-0.4	3	-2
O=C(CN1CCCC1)Nc1sc2c(c1C(=O)Nc1ccc(Br)cc1)CCC2	11	-6	-7	-7	9	-11	1.9	40	-5
CC(NC(=O)CNC(=O)OCc1ccccc1)C(=O)N1CC(O)CC1C(=O)OCc1ccccc1 (configuration not stated)	7	-11	2	30	5	0	-2.4	-8	-1
Cc1c(Cl)cccc1N1C(=O)C2ON(c3ccccc3)C(c3cccnc3)C2C1=O (configuration not stated)	4	-7	-1	-37	10	10	-1.8	0	1
CC(C)[C@H](N)c1cn([C@@H](CC(N)=O)C(=O)N2CCNCC2)nn1	12	-1	-1	4	9	3	1.3	12	0
CC(C)C[C@H](NC(=O)OC(C)(C)C)C(=O)N[C@@H](CO)[C@H](O)[C@@H]1C[C@@H]1C(=O)N(C)C	0	-15	-3	-3	0	-4	-0.6	-6	0
COc1ccccc1NC(=O)CSc1c2c(nc3ccccc13)CCC2	3	5	-4	-28	5	2	0.5	23	-2
O=C(NCc1cnc2ccccn12)C1CCC(=O)N(Cc2ccccc2F)C1 (configuration not stated)	11	-7	3	1	1	-11	-0.2	-4	-5
CCCCOc1ccc(OCCNC(=O)c2ccco2)cc1	-4	-3	-2	22	8	1	0.4	3	1
OCC1OC(n2nc3ccccc3n2)C(O)C(O)C1O (configuration not stated)	13	0	-4	17	-13	0	2.2	19	-1
Cc1cccc(Cc2cnc(NC(=O)CN3C(=O)/C(=C/c4ccccc4)SC3=S)s2)c1	6	0	-1	12	25	3	0.9	9	-1
O=C1OCCC1Sc1nnc(-c2ccc(O)cc2)o1 (configuration not stated)	-20	8	-4	23	-2	-2	-0.8	10	-3

Remaining list, next part:
canonical_smiles	APJ antagonist	EBI2 antag	APJ agonist	Mdm2-MdmX inh	CCR6 antag	CXCR6 inh	UPR CHOP act	tim23-1 inh	UPR XBP1 act
CCC(C)NC(=O)c1c(N)n(/N=C/c2cccnc2)c2nc3ccccc3nc12 (configuration not stated)	6	5	-2	65*	-30	-9	6.8	35	17
CCn1c(SCC(=O)c2c(N)n(C3CC3)c(=O)[nH]c2=O)nnc1-c1ccoc1C	14	1	0	3	2	-6	-0.3	-4	0
CCN1CCN(C(=O)C2(NC(=O)Nc3ccccc3Cl)CCCCC2)CC1	0	2	-2	17	3	2	-2.1	14	-4
O=C1OCCN1C(=O)[C@H]1[C@H](c2ccccc2)C(c2ccc(F)cc2)=NN1c1ccc(Br)cc1	·	6	·	22	8	5	2.2	42	-1
COc1ccc(-c2noc(CNC(=O)c3ccoc3C)n2)cc1	8	10	3	-13	7	4	-0.8	12	0
CN(CC(=O)Nc1cccc2ccccc12)C(=O)c1cccc(S(=O)(=O)N(C)C)c1	-2	-4	-4	17	16	8	0.7	-5	-2
O=C(Nc1ccccc1)/C(=C/c1ccc2c(c1)OCO2)NC(=O)c1ccco1	0	1	2	-32	-13	-4	1.1	11	-2
CN(C(=O)COc1ccccc1)c1nnc(C23CC4CC(CC(C4)C2)C3)s1	15	17	-1	-30	6	-1	0.5	20	2
O=C(Nc1ccccc1Cl)c1ccc(COc2ccc3c(c2)CCC3)cc1	-14	-16	1	-15	4	1	3.0	18	0
O=C(Cn1cncn1)N/N=C/c1ccccc1Cl	-12	-3	-1	3	-6	-8	0.0	4	0
CCCCC1S/C(=N/N=C/c2ccco2)NC1=O (configuration not stated)	9	-4	1	29	4	1	-0.6	14	0
CCN(CC)CCCNC(=O)c1c(O)c2c([nH]c1=O)CCCC2	4	-11	1	3	0	4	0.1	6	-3
COc1ccc(N(CC(=O)NCCc2ccc(OC)c(OC)c2)S(=O)(=O)c2c(C)noc2C)cc1	6	4	-2	8	2	2	0.9	20	-3
O=[N+]([O-])c1ccccc1N/N=C\c1ccccc1F	2	10	1	-67	12	8	11	-2	7
C/C(=N/NC(=O)CNC(=O)c1ccco1)c1ccco1	1	0	-6	-8	-11	4	1.2	8	-4
COc1cccc(-c2nn(C)c3sc(C(=O)NCc4ccc(C)cc4)cc23)c1	-1	16	-1	34	5	-9	2.5	7	-1
COC(=O)c1c(-c2ccc(OC)cc2)sc2ccc(N3CCOCC3)cc12	-7	26	1	57*	11	-10	4.8	21	20
COC(=O)Cn1ncc2c(C)n(Cc3ccccc3)c(C)c2c1=O	-10	-1	1	-41	6	-4	5.2	11	3
CCOc1ccc(/C(C)=N/N2C(=O)C(CC(=O)Nc3ccc(OC)cc3[N+](=O)[O-])SC2=Nc2cccc(C)c2C)cc1 (configuration not stated)	-13	-14	1	31	8	-5	-2.0	7	0
Cn1c(-c2ccccc2)cc(=O)c2ccccc21	2	2	0	-13	10	0	0.7	4	1

Only APJ agonist and Mdm2-MdmX inh, for two of the compounds above:
SMILES	APJ agonist	Mdm2-MdmX inh
CCCCC1S/C(=N/N=C/c2ccco2)NC1=O (configuration not stated)	1	29
CCN(CC)CCCNC(=O)c1c(O)c2c([nH]c1=O)CCCC2	1	3
